FH mod = Identification of activators of human fumarate hydratase by quantitative high-throughput screening | Potency, µM (highest dose often 79.9 µM), without a hit: at the top dose activity change, negative = inhibition, most hits filed as inhibitors | AID 1347055, 2019 | FH coupled MDH/diaphorase resazurin fluorescence, 15 min | Fumarate hydratase, mitochondrial (Homo sapiens), P07954 | actives 0.22% (n = 54,000); also: potency is read from the fitted curve at half-maximal effect; % is scaled to controls: 0 for no effect and ±100 for the full control effect; the screen sought activators but most active calls are inhibition curves; nearly all actives have a fitted effect of over 45% in size
GALK inhibitor = inhibits human galactokinase; Potency, µM (highest dose often 57.5 µM), inactives show top-dose activity, negative = inhibition, most hits filed as inhibitors; AID 1347072; recombinant GALK, Kinase-Glo ATP luminescence, 1 h; P51570; 44,000 tested, under 10 active;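 also: plate controls were full GALK reaction for no effect and reaction lacking GALK for full effect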
Target sequence (P51570 whole entry, looked up): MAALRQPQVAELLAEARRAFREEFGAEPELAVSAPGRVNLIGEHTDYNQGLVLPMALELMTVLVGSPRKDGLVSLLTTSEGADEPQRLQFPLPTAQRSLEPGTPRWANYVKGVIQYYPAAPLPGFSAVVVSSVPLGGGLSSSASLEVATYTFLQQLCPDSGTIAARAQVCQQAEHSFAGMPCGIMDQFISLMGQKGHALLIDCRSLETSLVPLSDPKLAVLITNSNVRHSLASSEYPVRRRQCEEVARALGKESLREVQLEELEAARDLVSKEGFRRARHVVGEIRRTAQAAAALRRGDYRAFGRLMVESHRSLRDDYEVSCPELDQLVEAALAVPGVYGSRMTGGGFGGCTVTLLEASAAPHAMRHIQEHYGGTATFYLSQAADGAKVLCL
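Luminescent ATP-depletion readout (Kinase-Glo Plus, 10 min) after 1 h RT reaction of 5 nM GALK, 35 uM ATP, 100 uM galactose, pH 8.0 HEPES buffer. Decreased kinase activity scored as inhibition.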
p53null 39C tox = p53 null cell cytotoxicity, nonpermissive temperature. H1299 p53-null (neo) cells, 39C, ATPlite viability, 24 h. Potency, µM (top dose mostly 46.1 µM), without a hit: top-dose activity, negative = cell killing, hits mostly cytotoxic. actives 0.97% (n = 55,000);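 also: potency is read from the fitted curve at half-maximal effect; 0% = DMSO only and -100% = full killing by 100 µM tamoxifen; nearly all actives have a fitted effect of over 50% in size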
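Cells seeded at 600/well, 37C overnight. Compound added (up to 46 uM), plates shifted to 39C for 24 hr. ATPlite added, luminescence read after 20 min at room temperature.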
NTMT1 inhibitor = inhibitors of human N-terminal methyltransferase NTMT1; Q9BV86; NTMT1 MTase-Glo SAH luminescence, purified enzyme; Potency, µM (highest dose often 114 µM), without a hit: top-dose activity change, negative = inhibition, most hits filed as inhibitors; actives 2.5% (n = 59,000); AID 1645870;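 also: potency is read from the fitted curve at half-maximal effect; plate controls were DMSO vehicle for no effect and no enzyme for full effect; nearly all actives have a fitted effect of over 65% in size; many of its hits are not listed in these tables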
Target sequence (Q9BV86 whole entry, looked up): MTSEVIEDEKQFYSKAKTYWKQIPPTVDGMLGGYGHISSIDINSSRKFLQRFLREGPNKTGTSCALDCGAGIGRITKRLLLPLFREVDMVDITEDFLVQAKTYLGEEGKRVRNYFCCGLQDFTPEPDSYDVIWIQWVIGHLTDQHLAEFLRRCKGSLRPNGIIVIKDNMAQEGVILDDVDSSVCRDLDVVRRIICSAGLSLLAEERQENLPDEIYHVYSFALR
B2AR arrestin ag = ADRB2 beta-arrestin recruitment | P07550 | Potency, µM (highest dose often 46.1 µM), inactives show at the top dose activation, actives largely listed as activators | 44,000 tested, under 10 active | HTLA Tango cells, beta-arrestin recruitment, luciferase luminescence, 18 h;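 also: potency is read from the fitted curve at half-maximal effect; 0% = DMSO and full agonism = EC100 isoproterenol or metaproterenol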
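Tango cells (recombinant beta2-AR, beta-arrestin, tTA-driven luciferase), 1500/well in DMEM 1% FBS, treated 18 h at 37 °C with compounds up to 46 µM; luciferin mix added, luminescence read after 15 min; %activity curves fitted and curve-classed.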
TSG101-PTAP inh = inhibitors of HIV-1 PTAP binding to human TSG101, validation; 44,000 tested, under 10 active; Fluorescence polarization, FITC-PTAP peptide/Tsg101, 20 min; Q99816; AID 1347069; Potency, µM (series often up to 115 µM), inactives show top-dose activity change, negative = inhibition, usual class: inhibitors; also: potency is read from the fitted curve at half-maximal effect; 0% is about no effect
Target sequence (Q99816 whole entry, looked up): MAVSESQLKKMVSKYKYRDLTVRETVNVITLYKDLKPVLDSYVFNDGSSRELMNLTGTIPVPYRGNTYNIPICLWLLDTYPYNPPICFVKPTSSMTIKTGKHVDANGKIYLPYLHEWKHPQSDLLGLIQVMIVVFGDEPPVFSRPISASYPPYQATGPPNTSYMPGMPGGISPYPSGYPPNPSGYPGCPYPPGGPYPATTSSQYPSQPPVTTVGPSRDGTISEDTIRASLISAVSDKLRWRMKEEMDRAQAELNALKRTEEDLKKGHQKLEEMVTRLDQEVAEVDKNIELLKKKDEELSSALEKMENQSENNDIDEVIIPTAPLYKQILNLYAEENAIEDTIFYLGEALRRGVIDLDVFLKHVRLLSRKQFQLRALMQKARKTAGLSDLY
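The Tsg101 binding domain, at 10 uM final, is mixed with compound and a FITC peptide bearing the PTAP motif (50 nM final). After 20 min at r.t., polarization is measured; actives defined by CRC class, efficacy cut-off 60% inhibition.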
p53null 32C tox = p53 null cell cytotoxicity, permissive temperature | Potency, µM (highest dose often 46.1 µM), inactives show at the highest dose activity change, negative = cytotoxicity, actives largely listed as cytotoxic | actives 0.62% (n = 55,000) | AID 903 | H1299-neo p53 null cells, ATP luminescence, 24 h, 32C;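 also: potency is read from the fitted curve at half-maximal effect; 0% = DMSO only and -100% = full killing by 100 µM tamoxifen; nearly all actives have a fitted effect of over 55% in size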
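AC50 values derive from Hill modelling of qHTS concentration-response data (up to 46 uM) in H1299-neo cells. Cells were treated 24 h at 32C following overnight attachment at 37C; viability was read as cellular ATP.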
Active calls of the source: *; ? = inconclusive; · = no result given; [ ] = remark or other dose. Calls follow the shape of the dose curve; as a rule, active = well fitted curve in the direction sought with a large enough effect; inconclusive = small, poorly fitted or top-dose-only effect, or another doubt; inactive = no such curve, though single readings can be large; an effect the other way counts as inactive or inconclusive. A portion of the library; rates above refer to the full screens.

(1) CCSc1ncc(Cl)c(C(=O)Nc2sc3c(c2C(=O)NCCCOC)CCCC3)n1
(2) CCOC(=O)Cn1c(=O)oc2cc(S(=O)(=O)Nc3ccccc3F)ccc21
(3) CCOc1ccc(OCC)c(NC(=O)CN(c2ccc(C)cc2)S(=O)(=O)c2c(C)n[nH]c2C)c1
(4) CN(Cc1ccccc1)S(=O)(=O)c1ccc(NC(=O)c2cc(=O)c3ccccc3o2)cc1
(5) N#C/C(=C\c1ccc(Cl)cc1)c1nc(-c2cc3ccccc3oc2=O)cs1

screen / no.	1	2	3	4	5
TSG101-PTAP inh	22%	1%	-8%	-1%	-1%
NTMT1 inhibitor	4%	?	-8%	-1%	10%
FH mod	10%	-1%	?	4%	-4%
B2AR arrestin ag	-2%	-2%	0%	-1%	0%
p53null 39C tox	6%	-1%	?	-4%	-19%
p53null 32C tox	2%	-4%	44%[activator]	13%	1%
GALK inhibitor	3%	10%	9%	6%	-19%

Overlap with the part before: 2 compounds, followed by the next part.
(4) CN(Cc1ccccc1)S(=O)(=O)c1ccc(NC(=O)c2cc(=O)c3ccccc3o2)cc1
(5) N#C/C(=C\c1ccc(Cl)cc1)c1nc(-c2cc3ccccc3oc2=O)cs1
(6) Cc1nc2nc(C)c(NS(=O)(=O)c3ccc(F)cc3)c(=O)n2[nH]1
(7) Cc1cc(C)n2c(Nc3ccccc3)c(-c3ccccc3)nc2n1
(8) Cn1c(=O)c2c(SCC(=O)NCc3ccc(F)cc3)nc(-c3ccccc3Cl)nc2n(C)c1=O
(9) O=C(O)CC(NS(=O)(=O)c1ccc(Br)s1)c1ccccc1 (centres undefined)
(10) Cc1ccc(C)c(NC(=O)Cn2c(-c3nonc3N)nc3ccccc32)c1

screen / no.	4	5	6	7	8	9	10
TSG101-PTAP inh	-1%	-1%	-4%	-4%	-2%	-3%	-1%
NTMT1 inhibitor	-1%	10%	5%	-1%	-2%	10%	12%
FH mod	4%	-4%	2%	-8%	-2%	0%	8%
B2AR arrestin ag	-1%	0%	-2%	-1%	0%	0%	1%
p53null 39C tox	-4%	-19%	-17%	-14%	18%	-2%	11%
p53null 32C tox	13%	1%	0%	-9%	1%	0%	6%
GALK inhibitor	6%	-19%	1%	0%	0%	0%	?

(11) O=C(CN1CCN(Cc2cccc(Cl)c2)C1=O)NCc1ccc(F)cc1
(12) Cc1c(C(=O)Nc2ccccc2)sc2nc(-c3cc4ccccc4oc3=O)[nH]c(=O)c12
(13) Cc1ccc2c(c1)N(C(=O)CCC(=O)Nc1ccc(F)cc1F)CC(C)O2 (centres undefined)
(14) O=C(NCc1ccc(Cl)cc1)C(=O)Nc1ccc(Br)cc1
(15) Cc1ccc(C(=O)Nc2cnc3ccccn3c2=O)cc1

screen / no.	11	12	13	14	15
TSG101-PTAP inh	0%	-1%	-5%	-11%	-1%
NTMT1 inhibitor	0%	7%	1%	2%	-2%
FH mod	-4%	5%	1%	24%	4%
B2AR arrestin ag	0%	0%	-2%	0%	-2%
p53null 39C tox	-12%	-6%	-5%	-3%	18%
p53null 32C tox	23%	5%	-1%	-5%	-26%
GALK inhibitor	1%	0%	0%	-2%	-1%

(16) Cc1c(NC(=O)c2ccc(Cl)cc2)cc(C(C)C)c(O)c1S(=O)(=O)c1ccccc1
(17) CCNC(=O)c1ccc(CSc2nc3cccnc3n2Cc2ccc(OC)cc2)cc1
(18) COc1ccccc1CNC(=O)CSc1cc(=O)n(C)c2ccccc12
(19) O=C(Cn1ncc2c3ccccc3n(Cc3ccc(F)cc3)c2c1=O)NCc1ccccn1
(20) CCOc1ccc(NC(=O)CSc2nnc(-c3ccc(C)cc3)c(-c3ccc(C)cc3)n2)cc1

screen / no.	16	17	18	19	20
TSG101-PTAP inh	-5%	-4%	-2%	1%	-8%
NTMT1 inhibitor	-5%	-18%	1%	?	8%
FH mod	-20%	1%	-17%	-1%	-18%
B2AR arrestin ag	-2%	2%	1%	-3%	0%
p53null 39C tox	19%	-28%	-37%	?	4%
p53null 32C tox	7%	-13%	13%	4%	-3%
GALK inhibitor	0%	0%	6%	2%	1%

Some values from above.
p53null 39C tox result of CCSc1ncc(Cl)c(C(=O)Nc2sc3c(c2C(=O)NCCCOC)CCCC3)n1 : 6%
NTMT1 inhibitor result of O=C(NCc1ccc(Cl)cc1)C(=O)Nc1ccc(Br)cc1 : 2%
FH mod result of CCOc1ccc(NC(=O)CSc2nnc(-c3ccc(C)cc3)c(-c3ccc(C)cc3)n2)cc1 : -18%

Next entries
(21) Cc1ccc(OCC(=O)N(Cc2nc(-c3ccccc3)no2)C(C)C)cc1C
(22) O=C(Nc1ccc2[nH]c(=O)c(=O)[nH]c2c1)c1cccc(F)c1
(23) Cc1ccc(Cl)cc1NC(=O)c1cc(S(=O)(=O)N2CCOCC2)cn1C
(24) CCCNC(=O)C1CCN(c2nc3ccc(C)cc3[nH]2)CC1
(25) COc1ccc(Cl)cc1Nc1ccc2cc(S(=O)(=O)N3CCCCC3)ccc2n1

screen / no.	21	22	23	24	25
TSG101-PTAP inh	-3%	2%	-1%	-4%	-2%
NTMT1 inhibitor	-25%	?	-18%	-3%	-17%
FH mod	-10%	-34%	1%	3%	-24%
B2AR arrestin ag	8%	1%	0%	1%	-1%
p53null 39C tox	-17%	9%	-3%	-11%	-14%
p53null 32C tox	34%[activator]	3%	4%	-1%	-9%
GALK inhibitor	-3%	-3%	1%	0%	0%

(26) Cc1nc2c(-c3ccccc3)c(C)nn2c(C)c1CCC(=O)NCc1ccc(Cl)cc1
(27) CC(C)CNC(=O)CCSc1nc(-c2ccc3c(c2)OCO3)cc(C(F)(F)F)n1
(28) COc1ccc(NC(=O)C(=O)NCC(c2cccnc2)N2CCc3ccccc3C2)cc1 (centres undefined)
(29) COc1cc(CCNC(=O)c2ccc3c(c2)c(C)c(C)n3Cc2cccc(C)c2)cc(OC)c1OC
(30) O=C(CN1CCN(c2ccc(Cl)cc2)CC1)Nc1ccc(F)c(F)c1

screen / no.	26	27	28	29	30
TSG101-PTAP inh	0%	-2%	-11%	2%	-7%
NTMT1 inhibitor	-3%	-1%	9%	6%	13%
FH mod	-4%	17%	-6%	?	-9%
B2AR arrestin ag	1%	0%	-1%	1%	-1%
p53null 39C tox	?	-12%	20µM*	18%	27%
p53null 32C tox	-9%	0%	13µM*	7%	-5%
GALK inhibitor	-1%	4%	-3%	-1%	-2%

(31) O=C(Nc1ccc(F)cc1F)c1cc2c(=O)n3ccccc3nc2s1
(32) COc1cccc(CNC(=O)CCc2cn(Cc3ccccc3Cl)c3ccccc23)c1
(33) Cc1ccccc1C(=O)Nc1cc2c(cc1N1CCOCC1)n(C)c(=O)n2C
(34) CCOC(=O)c1ccc(NC(=O)CC2C(=O)N(c3cccc(OC)c3)C(=O)N2C2CCCCC2)cc1 (centres undefined)
(35) CCOC(=O)C(CC)Sc1c(CC)cnc2c1c(=O)n(C)c(=O)n2C (centres undefined)

screen / no.	31	32	33	34	35
TSG101-PTAP inh	-9%	-1%	0%	4%	1%
NTMT1 inhibitor	1%	3%	·	6%	-2%
FH mod	-5%	-8%	·	-13%	2%
B2AR arrestin ag	1%	1%	-2%	-2%	-3%
p53null 39C tox	15%	-2%	-27%	5%	-5%
p53null 32C tox	7%	11%	-2%	9%	-1%
GALK inhibitor	1%	0%	0%	8%	2%

(36) O=C(Nc1ccc(OC(F)(F)F)cc1)c1cc2c(=O)n3ccccc3nc2s1
(37) COc1cc(NC(=O)Nc2nnc(N3CCCCC3)s2)cc(OC)c1
(38) COc1ccc(CNC(=O)CN2C(=O)CCn3nc(-c4ccccc4)cc32)c(OC)c1
(39) CCc1ccc(C(=O)Nc2ccc3nn(-c4ccc(C)c(Cl)c4)nc3c2)cc1
(40) O=C(CN1C(=O)COc2ccc(S(=O)(=O)Nc3ccccc3)cc21)NCc1ccccc1Cl

screen / no.	36	37	38	39	40
TSG101-PTAP inh	4%	-6%	-6%	1%	2%
NTMT1 inhibitor	-1%	5%	9%	-10%	0%
FH mod	2%	-2%	1%	8%	-12%
B2AR arrestin ag	1%	-1%	1%	1%	1%
p53null 39C tox	15%	-8%	3%	-10%	6%
p53null 32C tox	0%	-5%	6%	-6%	14%
GALK inhibitor	?	3%	0%	-1%	-5%

(41) CCCCn1c(=O)c2oc3ccccc3c2n(Cc2ccc(C)cc2)c1=O
(42) Cc1ccc(OC(=O)CSc2nnc(-c3ccc4c(c3)OCO4)o2)cc1
(43) Cc1ccc(CSc2cn(CC(=O)N3CCCCC3)c3ccccc23)cc1
(44) Cc1ccc(N(Cc2cccs2)C(=O)c2ccccc2[N+](=O)[O-])cc1
(45) CC(C)c1ccc(NC(=O)CNC(=O)Cn2ccc3ccccc3c2=O)cc1

screen / no.	41	42	43	44	45
TSG101-PTAP inh	2%	1%	-2%	-4%	-4%
NTMT1 inhibitor	3%	8%	18%	?	-6%
FH mod	-15%	-10%	-19%	-11%	1%
B2AR arrestin ag	-1%	-1%	-1%	-3%	-2%
p53null 39C tox	-10%	-8%	38%[activator]	-12%	3%
p53null 32C tox	3%	10%	10%	-8%	0%
GALK inhibitor	3%	-10%	-6%	6%	-3%

(46) O=C(Cc1cccs1)Nc1c(C(=O)Nc2ccc(F)cc2)oc2ccccc12
(47) CCCOc1ccc(C2c3c(oc4ccccc4c3=O)C(=O)N2c2nc(C)c(C(=O)OCC)s2)cc1 (centres undefined)
(48) COc1ccc(-c2nn(-c3ccc(C)c(Cl)c3)c3c2cnc2cc(OC)c(OC)cc23)cc1
(49) Cc1cc(C)c(NC(=O)Cn2c(=O)n(Cc3ccc(C(=O)NCc4ccc5c(c4)OCO5)cc3)c(=O)c3ccccc32)c(C)c1
(50) Cc1cc(C)c2oc(C(=O)Nc3sc4c(c3C(=O)NCc3ccco3)CCCC4)cc(=O)c2c1
(51) CCc1ccc(-n2nc3cc(C)c(NC(=O)c4cc(OC)cc(OC)c4)cc3n2)cc1
(52) CCOC(=O)c1c(-c2ccccc2)oc2ccc(OCc3ccccc3Br)cc12

screen / no.	46	47	48	49	50	51	52
TSG101-PTAP inh	3%	-3%	5%	-4%	-1%	0%	1%
NTMT1 inhibitor	3%	6%	-2%	?	15%	-12%	3%
FH mod	-19%	5%	-23%	1%	1%	1%	-9%
B2AR arrestin ag	2%	1%	-1%	-2%	-1%	1%	1%
p53null 39C tox	-11%	-19%	-9%	?	?	-24%	0%
p53null 32C tox	-13%	-9%	-1%	-12%	2%	-7%	6%
GALK inhibitor	5%	5%	3%	-13%	-2%	2%	0%

Part of the list above, limited to FH mod and TSG101-PTAP inh.
#	smiles	FH mod	TSG101-PTAP inh
50	Cc1cc(C)c2oc(C(=O)Nc3sc4c(c3C(=O)NCc3ccco3)CCCC4)cc(=O)c2c1	1%	-1%
51	CCc1ccc(-n2nc3cc(C)c(NC(=O)c4cc(OC)cc(OC)c4)cc3n2)cc1	1%	0%
52	CCOC(=O)c1c(-c2ccccc2)oc2ccc(OCc3ccccc3Br)cc12	-9%	1%

Screens: PubChem BioAssay, National Center for Advancing Translational Sciences (NCATS)
